NPSR antag = neuropeptide S receptor (human) antagonism, cAMP; Q6W5P4; CHO-NPSR cells, cAMP TR-FRET, antagonist mode; Potency, µM (doses to about 38.3 µM), for inactives: at the highest dose activity change, negative = inhibition, usual class: inhibitors; 220,000 tested, 1% active; AID 1461; also: potency is read from the fitted curve at half-maximal effect; % is scaled to controls: 0 for no effect and ±100 for the full control effect; nearly all actives have a fitted effect of over 50% in size; many of its hits are not listed in these tables
Target sequence (Q6W5P4 whole entry, looked up): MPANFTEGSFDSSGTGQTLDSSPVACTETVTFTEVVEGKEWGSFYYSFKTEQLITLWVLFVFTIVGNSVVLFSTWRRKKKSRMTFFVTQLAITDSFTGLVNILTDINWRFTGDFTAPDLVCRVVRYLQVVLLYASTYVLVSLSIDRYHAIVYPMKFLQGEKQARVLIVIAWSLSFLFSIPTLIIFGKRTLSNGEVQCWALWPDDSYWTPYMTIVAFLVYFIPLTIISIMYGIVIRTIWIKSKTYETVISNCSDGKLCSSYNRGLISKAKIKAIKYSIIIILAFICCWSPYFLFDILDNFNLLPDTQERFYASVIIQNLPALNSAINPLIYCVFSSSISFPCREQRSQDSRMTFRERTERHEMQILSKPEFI
Epigenetic derep = regulators of epigenetic silencing causing reporter derepression in mouse cells. murine LDR cells, GFP reporter derepression, 30 h. Potency, µM (highest dose often 53.9 µM), for the others: at the highest dose GFP activation, usual class: activators. 280,000 tested, 0.2% active; also: potency is read from the fitted curve at half-maximal effect; % of control where 0% means no effect; nearly all actives have a fitted effect of over 60% in size
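Reporter derepression read as number of fluorescent GFP-positive objects, 20-120 um in size, counted by laser-scanning cytometer. Mouse LDR line with an epigenetically silenced CMV-GFP locus; compound incubation 30 h, 37 C.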
GLA spleen mod = inhibits or activates alpha-galactosidase in human spleen homogenate | P06280 | human spleen homogenate, 4MU-alpha-Gal fluorescence, 40 min | Potency, µM (series often up to 80 µM), without a hit: at the top dose activity change, negative = inhibition, hits mostly inhibitors | 240,000 tested, 0.008% active | AID 2107;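 also: potency is read from the fitted curve at half-maximal effect; 0% = enzyme with vehicle and -100% = no enzyme basal signal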
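Fluorogenic readout (Ex 365/Em 440 nm) of 4-methylumbelliferone released from 1 mM 4-MU-alpha-galactoside by spleen homogenate, 40 min at 37C, pH 5.0. Data normalized to no-enzyme and enzyme controls; Hill-equation AC50 from compound titrations.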
TR SRC2 fluor cs = Texas Red fluorescence interference in TRb-SRC2 counter-screen; TRb/SRC2 Texas Red total fluorescence interference; Potency, µM (doses to about 106 µM), inactives show top-dose fluorescence change, negative = quenching; 280,000 tested, 0.29% active; AID 1479; active = well fitted curve in either direction with a large enough effect; inconclusive = small, poorly fitted or top-dose-only effect; also: potency is read from the fitted curve at half-maximal effect; % is scaled to controls: 0 for no effect and ±100 for the full control effect
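Human TRβ ligand-binding domain (0.6 uM) and Texas Red SRC2 peptide (20 nM) in Tris buffer with 1 uM T3 and 5% DMSO were incubated with pinned compound for 5 hr at ambient temperature. Total fluorescence was computed as S + 2P (555/632 nm).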
TRb SRC2 PPI = disrupts binding of human TR beta to SRC2. P10828. TRbeta-SRC2 peptide binding, fluorescence polarization; receptor liganded with 1 µM T3. Potency, µM (titrated, usually from 106 µM), without a hit: at the top dose activity change, negative = inhibition, usual class: inhibitors. 280,000 tested, 0.065% active;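 also: potency is read from the fitted curve at half-maximal effect; plate controls were bound peptide for no effect and peptide without receptor for full effect; nearly all actives have a fitted effect of over 50% in size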
Target sequence (P10828 whole entry, looked up): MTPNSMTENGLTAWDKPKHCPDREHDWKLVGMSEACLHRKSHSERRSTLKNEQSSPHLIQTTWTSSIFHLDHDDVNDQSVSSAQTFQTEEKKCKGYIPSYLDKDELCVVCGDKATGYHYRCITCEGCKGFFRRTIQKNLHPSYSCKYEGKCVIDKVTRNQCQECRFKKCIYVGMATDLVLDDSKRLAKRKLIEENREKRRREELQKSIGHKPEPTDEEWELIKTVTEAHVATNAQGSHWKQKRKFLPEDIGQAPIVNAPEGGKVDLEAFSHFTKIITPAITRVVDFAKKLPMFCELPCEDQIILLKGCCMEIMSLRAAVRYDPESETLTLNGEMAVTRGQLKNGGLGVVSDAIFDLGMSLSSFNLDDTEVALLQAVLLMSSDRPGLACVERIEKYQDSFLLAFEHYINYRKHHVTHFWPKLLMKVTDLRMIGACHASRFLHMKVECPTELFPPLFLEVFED
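A fluorescence polarization screen tested compounds at multiple concentrations against complex formation between 0.6 uM TRb ligand-binding domain and 20 nM Texas Red SRC2 peptide, with 1 uM T3 present; readout after 5 hr.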
Tau fluor counter = counter-screen for tau fibril formation inhibitors; Potency, µM (series often up to 57.7 µM), for the others: top-dose activity change, negative = decrease; tau K18 P301L Alexa594 fluorescence, heparin fibrillization; AID 1463; 280,000 tested, 0.93% active; also: potency is read from the fitted curve at half-maximal effect; % is scaled to controls: 0 for no effect and ±100 for the full control effect; nearly all actives have a fitted effect of over 55% in size
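Human tau K18 P301L (15 uM unlabeled, 0.24 uM Alexa 594-labeled) in 100 mM sodium acetate pH 7 with 20 uM heparin, 6 hr at 37 C. ThT 30 uM added, 1 hr ambient; Alexa 594 FP and total fluorescence read at 555/632 nm.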
Tau fibril FP = blocks human tau fibril formation measured by polarization | P10636 | K18 P301L tau heparin fibrillization, Alexa594 FP, 6 h | Potency, µM (highest dose often 57.7 µM), inactives show at the highest dose activity, negative = inhibition, actives largely listed as inhibitors | 280,000 tested, 0.39% active; also: potency is read from the fitted curve at half-maximal effect; % is scaled to controls: 0 for no effect and ±100 for the full control effect; nearly all actives have a fitted effect of over 55% in size
Target sequence (P10636 561-689 P618L limits assumed): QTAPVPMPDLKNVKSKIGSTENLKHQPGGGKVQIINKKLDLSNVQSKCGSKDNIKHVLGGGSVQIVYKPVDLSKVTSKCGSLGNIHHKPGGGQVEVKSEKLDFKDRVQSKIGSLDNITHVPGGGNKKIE
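Human K18 P301L fragment (15 uM unlabeled plus 0.24 uM Alexa 594-labeled) in 100 mM sodium acetate pH 7 with compound, aggregation induced by 20 uM heparin for 6 hr at 37 C. ThT (30 uM) added for 1 hr, then Alexa 594 FP read.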
CBFb RUNX1 block = inhibitors of human CBF-beta and RUNX1 interaction; Q01196+Q13951; AlphaScreen CBFb-His/RUNX1-biotin binding, biochemical; Potency, µM (doses to about 59.8 µM), for the others: at the top dose activity, negative = inhibition, most hits filed as inhibitors; 230,000 tested, under 10 active; AID 1477; also: % of control where 0% means no effect
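Interaction loss through any mechanism counts as activity. Pre-formed complex of His-CBF-beta and biotin-RUNX1 (30 nM apiece) is incubated with compound 15 min, then with 50 ng nickel and 50 ng streptavidin beads for 90 min before AlphaScreen detection.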
Starred values were filed as active, the others as inactive; ? = inconclusive; . = not tested or not shown; & = joins results of further samples; [ ] = dose if it differs, or a comment. Unless noted, calls follow the shape of the dose curve; as a rule, active = well fitted curve in the direction sought with a large enough effect; inconclusive = small, poorly fitted or top-dose-only effect, or another doubt; inactive = no such curve, though single readings can be large; an effect the other way counts as inactive or inconclusive. This is a subset (hit frequency here may not be typical).

SMILES | NPSR antag | Epigenetic derep | GLA spleen mod | TR SRC2 fluor cs | TRb SRC2 PPI | Tau fluor counter | Tau fibril FP | CBFb RUNX1 block
COc1ccc(CCN2CC3=C(C2=O)C(c2ccccc2)NC(=O)N3C)cc1OC (stereo not given) | 4%[46.1 µM] | -0.1% | -5% | 0% | -13% | -3% | 1% | 1%
Cc1cc(C(N)=O)c2ccccc2n1 | 5%[46.1 µM] | 4.3% | -6% | 1% | 0% | -11% | -8% | 6%
O=C(NC(=S)NCCc1ccccn1)c1ccco1 | 2% | -1.3% | -3% | -4% | 3% | 11% | 7% | 0%
Cc1ccc(-c2cc3nc(C)cc(NCc4ccco4)n3n2)cc1 | ? | 1.7% | 14% | 3% | -2% | -17% | ? | -7%
O=C1c2ccccc2C(=O)N1Cc1ccco1 | 1%[46.1 µM] | 3.1% | 4% | 3% | -3% | 1% | -4% | 2%
COc1cc2c3c(c1)C(C)CC(C)(C)N3C(=O)C2=O (stereo not given) | 8% | 3.8% | -10% | 0% | 1% | -22% | 5% | 3%
COc1ccc(NC(=O)c2cccc(F)c2)cc1Cl | 0%[46.1 µM] | 1.8% | -9% | -7% | 3% | -18% | -10% | 7%
Cc1ccc(Cl)cc1N1CCN(C(=O)CSc2ccsc2[N+](=O)[O-])CC1 | -24% | 0.0% | 8% | -2% | -9% | ? | -10% | -7%
O=C(c1cccnc1)N1N=C(C2CCCCC2)CC1(O)C(F)(F)F (stereo not given) | 11% | 2.9% | -28% | -1% | -8% | -12% | -3% | -1%
COC(=O)c1ccc(NC(=O)CCCC(=O)OCC(=O)c2ccc(Cl)cc2)cc1 | . | 1.1% | . | 0% | 14% | -11% | -15% | .
O=C(CSc1cn(CCNC(=O)c2cccs2)c2ccccc12)NCc1ccccc1 | ? | 2.3% | 2% | 2% | -28% | -26% | -3% | -13%
CCC(=O)Nc1cccc(C2=NOC3(C2)C[C@@H](C(N)=O)N(C(=O)C2(C)CC2)C3)c1 (stereo not given in full) | 22% | -1.6% | -10% | -1% | -7% | 0% | ? | ?
Cc1ccc(-c2nn(-c3ccccc3)cc2C(=O)NN2CCN(C)CC2)cc1 | 0% | -0.8% | -2% | -1% | -6% | 4% | 1% | 0%
CS(=O)c1ccc(-c2nc(-c3ccc(F)cc3)c(-c3ccncc3)[nH]2)cc1 (stereo not given) | . | 2.1%&-0.3%&-0.9% | 11%&0%&-9% | -1%&-1%&-3% | 10%&-1%&-1% | -1%&-7%&-21% | -8%&-1%&-11% | -1%
CCC(NC(=O)Nc1nnc(C(F)(F)F)s1)(C(F)(F)F)C(F)(F)F | -1%[46.1 µM] | 2.3% | -6% | -4% | -2% | -2% | -5% | -1%
Nc1nc(F)nc2c1ncn2[C@@H]1O[C@H](CO)[C@@H](O)[C@@H]1O | -2% | 0.1% | -2% | -8% | -4% | -1% | 2% | -4%
COC(=O)[C@H]1C(OC)[C@@H](OC(=O)c2cc(OC)c(OC)c(OC)c2)C[C@@H]2CN3CCc4c([nH]c5cc(OC)ccc45)[C@H]3C[C@H]21 (stereo not given in full) | . | 7.4% | 18% | ? | -7% | ? | ? | .
O=C1CS/C(=C\[N+](=O)[O-])N1c1ccc(OC(F)(F)F)cc1 | -7%[46.1 µM] | 1.2% | -15% | -6% | 5% | -20% | 10% | -3%
Cc1ccccc1NC(=O)/C(C#N)=C\c1ccsc1 | 8% | -0.1% | 3% | -1% | -12% | 0% | 10% | -7%
C=CCSc1nnc2c(n1)OC(c1c(C)[nH]n(-c3ccccc3)c1=O)Nc1ccccc1-2 (stereo not given) | -20%[46.1 µM] | -0.2% | -17% | -4% | -7% | -5% | -4% | -7%
Cc1sc2ncn(CC(=O)Nc3ccc(C(C)C)cc3)c(=O)c2c1S(=O)(=O)N1CCN(c2ncccn2)CC1 | . | 1.7% | . | -17% | -3% | -1% | -5% | .
COc1ccc(OCc2nc3ccccc3n2C(C)c2ccccc2)cc1 (stereo not given) | . | -1.1% | . | -1% | 2% | -16% | -11% | .
CN(C)CCNC(=O)c1cccc(S(=O)(=O)Nc2ccccc2F)c1 | 20% | -0.5% | 3% | -3% | 9% | 3% | 6% | -2%
Cc1ccc(C(=O)CC(=O)c2cccc(F)c2)c(O)c1 | ? | 0.7% | -10% | -2% | -1% | -16% | -3% | -16%
CN(C)CC1CCCCC1OC(=O)c1ccc(Cl)cc1Cl (stereo not given) | 27% | 0.0% | -2% | -3% | -3% | -2% | 2% | 4%
Cc1cccc2sc(NC(=O)CN3C(=O)c4ccccc4C3=O)nc12 | 8% | 0.0% | 5% | 3% | 3% | -16% | -14% | 0%
CC1(C)CN(O)CCN1O | -6%[46.1 µM] | 0.0% | 1% | -4% | 6% | 4% | -4% | -2%
CC(=O)Oc1ccc(N2C(=O)C3C4C=CC(CC4)C3C2=O)cc1[N+](=O)[O-] (stereo not given) | 3% | -4.2% | 7% | 1% | -2% | 10% | 7% | 19%
CCCn1c(=O)c2c(C(=O)OCC)cc(-c3ccco3)nc2n(CCC)c1=O | -9%[46.1 µM] | 0.1% | 5% | -2% | -4% | -12% | 1% | -1%
CCC(C)[C@H](NC(=O)NCc1ccc(Cl)cc1)C(=O)O (stereo not given in full) | -15% | 0.1% | 8% | -1% | -2% | -8% | 1% | 4%
Cc1ccc2cccc(NC(=O)c3ccc(-c4cc(Cl)ccc4Cl)o3)c2n1 | . | 0.0% | . | -7% | 6% | -7% | 3% | .
c1ccc(OCc2nnc3sc(-c4cccs4)nn23)cc1 | -8%[46.1 µM] | 0.0% | 5% | -4% | -7% | -14% | ? | -6%
CC(C)CC(NC(=O)C1CCCCC1)C(=O)NCc1ccccn1 (stereo not given) | -5%[46.1 µM] | -1.1% | 10% | -1% | -6% | 2% | -6% | -1%
COc1ccc(Oc2nccc(-c3ccc(Cl)cc3)n2)cc1 | -10%[46.1 µM] | -4.6% | 2% | -5% | -2% | -12% | -5% | ?
COc1ccccc1Oc1ccccc1C(=O)O | -4%[46.1 µM] | -1.1% | 5% | -1% | -8% | 2% | 2% | 10%
O=C(O)CSCC(=O)NCc1ccc(Cl)cc1 | 9% | -0.5% | -8% | 1% | 2% | 7% | 10% | -4%

Structures shown so far containing a thiophene ring, fused or not (five):
SMILES | NPSR antag | Epigenetic derep | GLA spleen mod | TR SRC2 fluor cs | TRb SRC2 PPI | Tau fluor counter | Tau fibril FP | CBFb RUNX1 block
Cc1ccc(Cl)cc1N1CCN(C(=O)CSc2ccsc2[N+](=O)[O-])CC1 | -24% | 0.0% | 8% | -2% | -9% | ? | -10% | -7%
O=C(CSc1cn(CCNC(=O)c2cccs2)c2ccccc12)NCc1ccccc1 | ? | 2.3% | 2% | 2% | -28% | -26% | -3% | -13%
Cc1ccccc1NC(=O)/C(C#N)=C\c1ccsc1 | 8% | -0.1% | 3% | -1% | -12% | 0% | 10% | -7%
Cc1sc2ncn(CC(=O)Nc3ccc(C(C)C)cc3)c(=O)c2c1S(=O)(=O)N1CCN(c2ncccn2)CC1 | . | 1.7% | . | -17% | -3% | -1% | -5% | .
c1ccc(OCc2nnc3sc(-c4cccs4)nn23)cc1 | -8%[46.1 µM] | 0.0% | 5% | -4% | -7% | -14% | ? | -6%

Later entries.
SMILES | NPSR antag | Epigenetic derep | GLA spleen mod | TR SRC2 fluor cs | TRb SRC2 PPI | Tau fluor counter | Tau fibril FP | CBFb RUNX1 block
CC1Cc2ccccc2N1S(=O)(=O)c1cccc(C(=O)NC2CC2)c1 (stereo not given) | -8%[46.1 µM] | 0.1% | -25% | 0% | -27% | -5% | -11% | 0%
C/C(=N\N=C(/N)SC1CC(=O)N(c2ccc(Cl)cc2)C1=O)c1cccs1 (stereo not given) | -9%[46.1 µM] | 0.0% | -13% | -6% | -11% | ? | ? | -4%
O=C(CSc1c[nH]c2ccccc12)NCc1ccc2c(c1)OCO2 | -8%[46.1 µM] | 0.8% | 1% | 0% | 3% | -12% | 3% | 7%
CCOc1cc(NC(=O)c2cccs2)c(OCC)cc1NC(=O)CCC(=O)NCC1CCCO1 (stereo not given) | -1% | -0.2% | 0% | -1% | -2% | -3% | 6% | 3%
CN/N=C(\Cc1nc2ccccc2[nH]1)c1ccc([N+](=O)[O-])cc1 | -26% | 0.0% | -5% | -2% | -5% | ? | 6% | -13%
COC(=O)c1ccc(NC(=O)CCS(=O)(=O)c2ccc(Br)s2)cc1 | -18%[46.1 µM] | -1.8%&0.0% | -8% | -13%&-2% | 4%&-13% | -18%&-18% | -9%&-9% | -6%
CC12CCC(C(=O)N(CC(O)CN3CCCCCC3)C1=O)C2(C)C (stereo not given) | 16% | -1.1% | -3% | 0% | -1% | 0% | -1% | 8%
Brc1cccc(-c2nnn3c2nc(NCc2ccc4c(c2)OCO4)c2ccccc23)c1 | . | 13% | . | -3% | -3% | ? | -12% | .

Profiles, quoted from the list. Values in the order: NPSR antag	Epigenetic derep	GLA spleen mod	TR SRC2 fluor cs	TRb SRC2 PPI	Tau fluor counter	Tau fibril FP	CBFb RUNX1 block
Brc1cccc(-c2nnn3c2nc(NCc2ccc4c(c2)OCO4)c2ccccc23)c1 as listed: .	13%	.	-3%	-3%	?	-12%	.
COC(=O)c1ccc(NC(=O)CCS(=O)(=O)c2ccc(Br)s2)cc1 as listed: -18%[46.1 µM]	-1.8%&0.0%	-8%	-13%&-2%	4%&-13%	-18%&-18%	-9%&-9%	-6%

Screening results deposited in PubChem by National Center for Advancing Translational Sciences (NCATS).
